Jurkat NFkB inh: inhibitors of the PMA/ionomycin-induced NF-kB reporter in Jurkat cells; AID 435003; actives 0.53% (n = 330,000); inhibition, % at 4 µM; PMA/ionomycin-induced NF-kB luciferase reporter, luminescence; in the data active = inhibition above about 50%
tim23-1 inh: inhibits growth of tim23-1 mutant yeast; S. cerevisiae tim23-1 growth, BacTiter-Glo luminescence, 24 h; inhibition, % at 20 µM; actives 1.3% (n = 330,000); AID 463212;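 active = growth inhibition of the mutant yeast at or above 50%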;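 also: temperature-sensitive mutant grown at 25 °C; plate controls were DMSO-treated mutant yeast for no effect and medium wells lacking yeast for full effect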
TIM10 inh: growth inhibitors of TIM10 yeast strain; inhibition, % at 10 µM; actives 1.4% (n = 330,000); S. cerevisiae TIM10 strain growth, BacTiter-Glo luminescence, 24 h; AID 463195;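 active = inhibition of 40% or more at the single tested concentration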;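 also: wild-type TIM10 isogenic control strain grown at permissive 25 °C; 0% = DMSO yeast wells and 100% = minimal medium wells without yeast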
tim10-1 inh: tim10-1 yeast growth inhibition; actives 2.2% (n = 330,000); S. cerevisiae tim10-1 ts strain growth, BacTiter-Glo, 24 h; inhibition, % at 20 µM;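 active = inhibition of at least 40%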;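 also: mutant grown at 25 °C; 0% = DMSO wells with yeast and 100% = wells holding no yeast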
697 NFkB inh: inhibitors of the PMA/ionomycin-induced NF-kB reporter in 697 B cells | 697 B-cell NF-kB luciferase reporter, 16 h | inhibition, % at 4 µM | actives 0.33% (n = 330,000); in the data active = inhibition above about 35%
UPR CHOP act: activators of apoptotic arm of unfolded protein response (CHOP); CHO-CHOP luciferase reporter, UPR activation, luminescence; percent of tunicamycin response over DMSO baseline; activation, % at 10 µM; actives 0.34% (n = 330,000); AID 449763;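 active = at 10 µM dose, activation of 40% or more, normalized to positive control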;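 also: 100% = tunicamycin at 10 µg/mL and 0% = DMSO alone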
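measured by = luciferase luminescence | assay system = CHO-CHOP cells, stable luciferase reporter of PERK-eIF2a-CHOP signalling | amount = 500 reporter cells seeded per well | timing = 6 h compound exposure at 37 °C after overnight seeding | controls = positive tunicamycin 10 µg/mL, negative DMSO alone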
XBP1 UPR activ: activators of adaptive arm of unfolded protein response (XBP1); CHO-XBP1 luciferase reporter, IRE1-XBP1 UPR activation, luminescence; percent of tunicamycin response, DMSO as zero; activation, % at 20 µM; actives 0.33% (n = 330,000); AID 463104;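 active = versus positive control, 20 µM dose yields 30% or more activation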;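 also: 100% = tunicamycin at 10 µg/mL and 0% = DMSO only wells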
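Material: IRE1-XBP1 luciferase reporter CHO line / Quantity: one thousand reporter cells per well / Buffer or medium: F12 with 10% serum / Compound: 20 µM single concentration, DMSO 1% / Times: 6 h treatment, 37 °C / Detection: Steady-Glo luciferase glow luminescence, 10 min after reagent addition / Benchmarks: tunicamycin high, DMSO low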
Mdm2 MdmX PPI: inhibitors of human Mdm2/MdmX interaction | O15151+Q00987 | SaOS-2 split-luciferase Mdm2/MdmX complementation, luminescence | inhibition, % at 8 µM | actives 3% (n = 330,000);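 active = inhibition of at least 50% at 8 µM in the primary screen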
Target sequence (O15151 whole entry, looked up): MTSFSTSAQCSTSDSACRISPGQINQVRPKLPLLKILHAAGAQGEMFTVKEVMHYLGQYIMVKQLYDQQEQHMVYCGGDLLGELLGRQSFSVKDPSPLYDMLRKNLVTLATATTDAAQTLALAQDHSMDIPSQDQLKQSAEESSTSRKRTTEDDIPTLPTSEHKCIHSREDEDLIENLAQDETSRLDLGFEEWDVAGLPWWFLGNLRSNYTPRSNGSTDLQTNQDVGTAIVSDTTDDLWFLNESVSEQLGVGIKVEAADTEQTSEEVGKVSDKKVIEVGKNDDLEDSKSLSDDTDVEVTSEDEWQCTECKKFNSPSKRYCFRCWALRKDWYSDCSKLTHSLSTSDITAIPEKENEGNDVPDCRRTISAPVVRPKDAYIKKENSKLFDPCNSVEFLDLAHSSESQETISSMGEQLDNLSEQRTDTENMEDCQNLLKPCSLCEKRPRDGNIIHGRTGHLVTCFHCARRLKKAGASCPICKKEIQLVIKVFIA
Target sequence (Q00987 whole entry, looked up): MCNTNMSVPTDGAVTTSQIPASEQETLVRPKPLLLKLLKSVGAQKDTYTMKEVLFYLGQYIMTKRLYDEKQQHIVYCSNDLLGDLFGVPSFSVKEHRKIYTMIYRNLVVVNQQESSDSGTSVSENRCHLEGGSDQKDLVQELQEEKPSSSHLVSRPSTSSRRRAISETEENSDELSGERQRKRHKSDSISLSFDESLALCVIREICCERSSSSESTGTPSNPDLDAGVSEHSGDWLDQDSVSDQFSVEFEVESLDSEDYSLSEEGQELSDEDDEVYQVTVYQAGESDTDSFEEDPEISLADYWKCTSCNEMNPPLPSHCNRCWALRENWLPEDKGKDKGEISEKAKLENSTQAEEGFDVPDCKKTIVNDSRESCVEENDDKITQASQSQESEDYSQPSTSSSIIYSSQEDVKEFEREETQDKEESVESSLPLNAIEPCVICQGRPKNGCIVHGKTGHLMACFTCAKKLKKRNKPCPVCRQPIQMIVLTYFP
An asterisk follows results filed as active.

Values in the order: Jurkat NFkB inh	tim23-1 inh	TIM10 inh	tim10-1 inh	697 NFkB inh	UPR CHOP act	XBP1 UPR activ	Mdm2 MdmX PPI
- N#Cc1cccc(NC(=O)CSc2cccc[n+]2[O-])c1
 : -1	-7	-3	-20	19	2.0	-1	12
- CN(C)C(=O)COC(=O)/C=C/c1cn(-c2ccccc2)nc1-c1cccs1
 : 9	13	17	13	16	2.3	2	-24
- Nc1ccc(Oc2ccc3c(c2)C(=O)NC3=O)cc1
 : 11	21	13	14	5	0.6	5	-4
- CC(C)(C)CC(=O)OCC(=O)Nc1cc(C(C)(C)C)nn1-c1ccccc1
 : 3	28	24	32	-6	-2.7	-1	9
- CCN(CC)S(=O)(=O)c1cc(C(=O)NC2=NCCS2)ccc1Cl
 : -16	-1	-12	12	12	-2.2	-1	-15
- Cc1ccc([N+](=O)[O-])cc1Nc1nc(N2CCOCC2)nc(N2CCOCC2)n1
 : 1	20	13	34	-1	2.6	0	32
- CC(C)(C)NC(=O)c1ccc2nsnc2c1
 : 3	6	-1	7	-3	-1.4	-2	10
- COc1ccc(NC(=O)CSc2nnc(C3CCCCC3)o2)c(OC)c1
 : 7	13	8	21	-12	2.8	3	3
- C=CCNC(=O)C1CCN(c2ccc(S(=O)(=O)N3CCOCC3)cc2[N+](=O)[O-])CC1
 : -3	2	4	1	9	-0.2	3	22
- O=CNCC(=O)NCCc1ccc(Cl)cc1
 : 0	-6	3	-9	2	0.1	-1	4
- NC(=S)N/N=C1\c2ccccc2-c2c(C(=O)O)cccc21
 : -6	19	14	-10	-6	-0.8	-3	0
- Cc1cccc(N=C2NC(=O)/C(=C/c3cccnc3)S2)c1
 : -3	-2	-7	21	-4	-0.8	6	22
- CSc1ncc(C(=O)Nc2cc(C)ccc2C)c(C)n1
 : -9	11	2	0	-1	1.5	-2	-8
- Cn1cnnc1Sc1ccc(C(F)(F)F)cc1[N+](=O)[O-]
 : -6	-5	-7	-7	10	-1.4	-3	41
- CCCNc1cc(C)oc(=O)c1C(=O)CC
 : 4	-7	-3	15	7	0.8	0	18
- CCN(CC)C(=O)COc1ccc2c3c(c(=O)oc2c1C)CCCC3
 : 24	24	2	3	9	1.3	0	-12
- CCC(C)n1nccc1NC(=O)C(C)OC(=O)c1cc2ccccc2[nH]1 (stereo not drawn)
 : 8	10	5	12	-4	0.7	-5	-2
- Cc1ccc(S(=O)(=O)CCC(=O)Nc2nc(C(C)(C)C)cs2)cc1
 : 20	27	-3	29	0	-2.0	-1	45
- O=C(O)c1ccc(S(=O)(=O)c2ccccc2C(=O)O)c([N+](=O)[O-])c1
 : -12	2	-18	11	0	1.2	-1	14
- CNS(=O)(=O)c1ccc(NC(=O)C(CCSC)NC(N)=O)cc1 (stereo not drawn)
 : -7	9	-11	2	-22	11	0	-10
- O=C(NNC(=S)Nc1ccccc1Cl)c1ccccc1
 : -144	-7	4	9	-103	6.5	-4	-71
- Cc1nc(N2CCN(c3ccccn3)CC2)c2c(C)c(C(=O)N3CCN(c4ccc(F)cc4)CC3)sc2n1
 : 10	26	22	5	-23	4.0	0	38
- COc1cc(C(=O)NCC(=O)OC(C)C(=O)Nc2ncc(Cl)cc2Cl)cc(OC)c1OC (stereo not drawn)
 : -15	19	-7	0	9	-0.7	1	-17
- CCOc1ccc(S(=O)(=O)N(CC(N)=O)c2ccc(C)cc2)cc1
 : -6	10	0	24	5	0.2	-2	-7
- COc1ccc(CN2CC(C(=O)NCCCN3CCCCCC3)CC2=O)cc1 (stereo not drawn)
 : 0	12	2	1	14	-3.3	-3	5
- COC(=O)c1[nH]c2ccc(C)cc2c1NC(=O)CN1CCN(c2ccc(F)cc2)CC1
 : 25	-1	5	19	-71	3.1	1	20
- CCC(C(=O)OC)n1cnc2scc(-c3ccc(C)cc3)c2c1=O (stereo not drawn)
 : -1	37	23	20	8	1.7	1	19
- c1ccc(C(c2ccccc2)N2CCN(Cc3nc(-c4cnccn4)no3)CC2)cc1
 : -12	-13	6	1	-10	-1.0	1	-10
- CCNC(=O)NC(=O)C(C)OC(=O)c1ccc(-n2nc(SC)sc2=S)cc1 (stereo not drawn)
 : -7	29	4	34	1	-1.2	1	15
- NS(=O)(=O)c1ccc(CCNC(=O)NC2CCCCC2)cc1
 : 0	8	-24	-10	16	0.3	-1	11

Some values from the entries so far.
NS(=O)(=O)c1ccc(CCNC(=O)NC2CCCCC2)cc1 in Mdm2 MdmX PPI: 11
CCOc1ccc(S(=O)(=O)N(CC(N)=O)c2ccc(C)cc2)cc1 in XBP1 UPR activ: -2

Remaining list, next part:
Values in the order: Jurkat NFkB inh	tim23-1 inh	TIM10 inh	tim10-1 inh	697 NFkB inh	UPR CHOP act	XBP1 UPR activ	Mdm2 MdmX PPI
- CC1CN(C(=O)CSc2nnc(-c3ccc(Cl)cc3)n2C)CC(C)O1 (stereo not drawn)
 : 7	18	4	3	13	3.7	6	1
- O=C(CSc1nnc(-c2cccnc2)n1Cc1ccco1)c1ccccc1
 : 6	19	-12	26	-26	2.5	2	17
- Cc1cccc(NC(=O)Cn2c(=O)oc3ccccc32)c1C
 : -18	18	-5	29	-10	-3.2	1	-3
- CCCCC1=CC2=CC(=O)C(C)(OC(=O)CC)C(=O)C2=CN1CCc1ccccn1 (stereo not drawn)
 : 16	14	10	11	-1	-0.3	0	-5
- O=C(c1cccc(S(=O)(=O)NCc2ccc3c(c2)OCO3)c1)N1CCCC1
 : 7	13	11	14	4	-2.6	-1	-15
- O=S(=O)(c1cccc2cnccc12)N1CCNCC1
 : 10	0	2	11	2	-2.0	-11	43
- COc1ccc(OCC(=O)N/N=C\c2ccco2)cc1
 : 4	-18	-3	-8	8	0.9	-3	18
- COc1cc(NC(=O)CSc2nc3cc(C)ccc3cc2C)c(C(=O)O)cc1OC
 : -12	15	3	21	9	-1.0	0	13
- Cn1ccnc1C(O)c1ccco1 (stereo not drawn)
 : 24	1	-6	-11	15	2.8	1	22
- CC(C)c1nc(SCC(=O)c2ccc(F)cc2)c2ccccc2n1
 : -16	18	-62	-32	-14	-0.7	6	21
- Cc1ccc(NC(=O)CNC(=O)c2ccc(C)s2)nc1
 : 4	14	-10	-5	13	1.7	4	38
- O=C(Nc1cccc(F)c1)c1ccc(S(=O)(=O)N2CCOCC2)cc1
 : -23	1	0	5	2	-0.6	-1	9
- Cc1cccc(-c2nc3ccccc3c(=O)n2N)c1
 : -6	9	10	7	10	-1.6	-3	-37
- O=C(Nc1ccccc1)c1ccc(=O)n(Cc2cccc(Cl)c2)c1
 : 13	-7	5	-19	7	2.8	-1	-27
- O=C(NC1CCN(C(=O)Nc2cccc(F)c2)CC1)c1ccco1
 : 0	-3	-12	10	9	2.0	-3	13
- Cc1ccc([C@@H]2C3COCC=C3C(C#N)=C(N)C2(C#N)C#N)o1 (stereo partly drawn)
 : -2	17	1	14	12	3.8	2	12
- COC(=O)C1(C(=O)OC)NOC2C(=O)N(c3ccccc3)C(=O)C21 (stereo not drawn)
 : 13	1	-1	-3	13	-1.2	-3	6
- O=C(NCC(c1ccco1)N1CCN(c2ccccc2)CC1)C(=O)NC1CCCCC1 (stereo not drawn)
 : 14	3	7	-1	-8	0.1	-3	16
- CCCCCn1c(CN2CCN(C)CC2)nc2c1c(=O)n(C)c(=O)n2C
 : 7	0	-6	-2	10	-0.7	2	6
- CSc1ccccc1C(=O)NC(C)c1ccc(-n2ccnc2)cc1 (stereo not drawn)
 : 12	-1	-3	2	-2	-1.4	-3	5
- Cn1nc(C(C)(C)C)cc1C(=O)O
 : 10	-8	-4	-8	2	-2.1	-2	12
- Cc1ccc(NC(=O)CCC(=O)c2cc(C)sc2C)nc1
 : 2	12	-3	4	8	0.3	-3	30
- O=Cc1cc2ccccc2nc1SCc1ccc(Cl)c(Cl)c1
 : 57*	60*	8	19	-6	4.4	34*	64*
- O=c1oc2ccccc2c2oc3cc(O)c(O)cc3c12
 : -84	14	14	25	-132	4.8	6	-94
- CCC(C)NC(=O)C1CN(S(=O)(=O)c2ccccc2)CCN1S(=O)(=O)c1ccccc1 (stereo not drawn)
 : -3	8	-3	13	9	-1.8	3	9
- Cc1ccc(CN(C(=O)COc2ccc([N+](=O)[O-])cc2)C2CCS(=O)(=O)C2)o1 (stereo not drawn)
 : 0	18	7	20	10	2.3	-4	6
- COCCCn1c(C(=O)N2CC(C)OC(C)C2)cc2c(=O)n3cccc(C)c3nc21 (stereo not drawn)
 : 10	-6	-13	3	16	-0.2	0	20
- O=C(COc1ccccc1F)NC1CCN(Cc2ccccc2)CC1
 : -6	12	-18	-32	-13	-1.8	-4	-6
- O=c1c2ccccc2cnn1Cc1n[nH]c(=S)n1-c1ccc(F)c(Cl)c1
 : -2	5	-12	-3	7	-1.3	-1	0
- Cc1ccc(C)c(S(=O)(=O)Nc2ccc(C(=O)N3CC(C)OC(C)C3)cc2)c1 (stereo not drawn)
 : 7	-1	-6	-1	13	0.3	-3	-17
- CC1=C(C(=O)OC(C)C)C(c2ccc(Br)s2)NC(=O)N1C (stereo not drawn)
 : -13	11	-4	-9	-47	-0.7	-2	9
- CCCc1noc2c1C(c1cc(Br)ccc1F)C(C#N)=C(N)N2 (stereo not drawn)
 : -18	-4	-3	8	-15	-0.8	-5	7
- CCOC(=O)C(C)Sc1nc(N)c(NC(=O)c2ccc(OC)c(OC)c2)c(=O)[nH]1 (stereo not drawn)
 : 3	8	-12	-14	6	1.1	0	5
- CCOC(=O)C1=C(N)OC2=C(C(=O)CCC2)C1c1cccnc1 (stereo not drawn)
 : -2	-6	-5	-17	7	0.1	-2	2
- COc1cccc(N2CCN(C(=O)CN(c3ccc(C)cc3)S(=O)(=O)c3c(C)n[nH]c3C)CC2)c1
 : 16	-5	7	5	21	3.8	-2	-10

Entries from the list above containing a cyano group, in the order listed:
Values in the order: Jurkat NFkB inh	tim23-1 inh	TIM10 inh	tim10-1 inh	697 NFkB inh	UPR CHOP act	XBP1 UPR activ	Mdm2 MdmX PPI
- N#Cc1cccc(NC(=O)CSc2cccc[n+]2[O-])c1
 : -1	-7	-3	-20	19	2.0	-1	12
- Cc1ccc([C@@H]2C3COCC=C3C(C#N)=C(N)C2(C#N)C#N)o1 (stereo partly drawn)
 : -2	17	1	14	12	3.8	2	12
- CCCc1noc2c1C(c1cc(Br)ccc1F)C(C#N)=C(N)N2 (stereo not drawn)
 : -18	-4	-3	8	-15	-0.8	-5	7
